# mcGAS inh: cyclic GMP-AMP synthase inhibitors, mouse, primary biochemical chemiluminescence | inhibition, % at 12.5 µM | recombinant cGAS, Kinase-Glo ATP depletion luminescence | 160,000 tested, 0.15% active;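 also: 0% = negative control wells and 100% = reference inhibitor with no enzyme activity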
# NPYLR7 ag: agonists of mosquito NPYLR7 receptor, primary screen, cell-based, Aedes aegypti, calcium fluorescence, mosquito biting behavior; 270,000 tested, 0.15% active; HEK293T NPYLR7/Galpha15, GCaMP6s calcium fluorescence; activation, % at 10 µM; in the data active = activation above about 40%;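 also: 0% = vehicle and 100% = reference agonist at the receptor; some compounds past the cut are filed as inactive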
# hcGAS lum: Primary biochemical luminescence assay for human cyclic GMP-AMP synthase inhibitors; 290,000 tested, 0.081% active; Q8N884; recombinant h-cGAS, ATP depletion, Kinase-Glo luminescence; inhibition, % at 12.5 µM;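 also: 0% = vehicle reaction and 100% = reaction without DNA for no activity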
# Target sequence (Q8N884 whole entry, looked up): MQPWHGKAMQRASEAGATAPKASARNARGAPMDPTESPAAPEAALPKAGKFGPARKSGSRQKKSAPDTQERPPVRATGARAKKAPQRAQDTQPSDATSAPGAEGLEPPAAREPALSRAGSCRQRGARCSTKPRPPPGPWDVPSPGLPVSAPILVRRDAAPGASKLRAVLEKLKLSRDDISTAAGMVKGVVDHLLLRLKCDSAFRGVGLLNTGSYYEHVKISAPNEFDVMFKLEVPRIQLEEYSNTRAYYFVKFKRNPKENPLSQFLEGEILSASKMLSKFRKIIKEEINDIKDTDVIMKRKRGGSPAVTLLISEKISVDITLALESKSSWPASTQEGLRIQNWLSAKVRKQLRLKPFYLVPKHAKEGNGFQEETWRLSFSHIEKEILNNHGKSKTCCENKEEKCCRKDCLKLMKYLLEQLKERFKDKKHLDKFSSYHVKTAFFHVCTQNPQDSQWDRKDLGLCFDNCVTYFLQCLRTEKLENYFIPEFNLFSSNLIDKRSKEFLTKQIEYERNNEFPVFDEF
# The depositor's hits bear a star; . = not tested or not shown; & = joins results of further samples. Rule as the data show it, unless noted: active = inhibition above about 40%; inactive = the rest.
SMILES,mcGAS inh,NPYLR7 ag,hcGAS lum
Cc1nnc(SCC(=O)N(Cc2ccccn2)CC(C)C)s1,-10,-3,-6
CCCCn1c(=O)n(CCc2ccc(OC)c(OC)c2)c(=O)c2ncccc21,.,-2,2
CCC(C)(O)CNCc1ccc(Cl)cc1 (stereo unspecified),.,-4,-13
Cc1cc(=O)n2nc(NCC3(N(C)C)CCCCC3)sc2n1,.,11,16
COC(=O)C1=C(C)N(CC2CC2)C(=O)NC1c1ccccc1C(F)(F)F (stereo unspecified),-16,5,-6
COc1ccccc1C(=O)N1CCN(c2ncccc2C(=O)NCC2CCCO2)CC1 (stereo unspecified),-8,19,-1
O=C(c1ccco1)c1cc(-c2nc3ccccc3[nH]2)c(-c2ccco2)n2c1nc1ccccc12,.,2,-5
Nc1c(C(=O)c2cc(F)ccc2O)cnn1-c1ccc(Cl)cc1,0,-2,4
CCN1CCN(c2c(CN(C(=O)c3cccc([N+](=O)[O-])c3)C3CC3)c(C)nn2-c2ccccc2)CC1,-4,-2,-3
COCc1cc(C)nc(OCC(=O)N/N=C\c2cc(I)c(O)c(I)c2)c1C#N,58*,1,19
CC(=O)c1ccc(NS(=O)(=O)c2c(N)n(C)c(=O)n(C)c2=O)cc1,-8,1,-10
CCOC(=O)Nc1nnc(Cc2ccc(OC)c(OC)c2)s1,-5,3,-5
COc1ccc(NCc2nsc(N(C)C)n2)cc1OC(F)F,-15,-3,-7
Cc1cc(C)c2[nH]c(O)c(N=Nc3ccc([N+](=O)[O-])cc3)c2c1,-5,13,-2
CC(C)NC(=O)N1CCCC(OCc2ccc(Br)cc2)C1 (stereo unspecified),-1,-4,0
Clc1cccc(-c2noc(CN(Cc3ccncc3)CC3CCCO3)n2)c1 (stereo unspecified),-8,-1,-8
COc1ccccc1C(=O)N1CCN(c2cc(Oc3ccccc3Cl)ncn2)CC1C (stereo unspecified),-5,-8,-5
CCCCc1c(C)nc(N)nc1N1N=C1SC,-7,3,-6
CCCc1nn(-c2ccc(F)cc2)c(C)c1C(=O)O,-6,3,-6
COC(=O)CC1(NCC(=O)N(C)C2(C#N)CCCCC2)CCCCC1,.,1,-2
COc1ccc2c(c1)CN(S(=O)(=O)c1ccc(C)cc1)C=CC2=O,.,5,0
CCCCCCCCCCCCCC(=O)Nc1ccc(N2CCC(Cc3ccccc3)CC2)c(C(=O)NC2CC2)c1,-5,-2,-3
CCn1nccc1C(=O)N(CC1CCCO1)c1nc2c(OC)ccc(C)c2s1 (stereo unspecified),-9,1,-4
CCCc1nc(CN(CC)C(=O)c2cccc3ccnn23)no1,-10,5,-5
Cc1ccccc1C(=O)Nc1cc(C(C)(C)C)nn1-c1cc(Cl)ccc1Cl,-6,18,-2

# An excerpt from above in order of formula weight, ascending.
SMILES,mcGAS inh,NPYLR7 ag,hcGAS lum
CCC(C)(O)CNCc1ccc(Cl)cc1 (stereo unspecified),.,-4,-13
CCCCc1c(C)nc(N)nc1N1N=C1SC,-7,3,-6
CCCc1nn(-c2ccc(F)cc2)c(C)c1C(=O)O,-6,3,-6
Cc1cc(C)c2[nH]c(O)c(N=Nc3ccc([N+](=O)[O-])cc3)c2c1,-5,13,-2
CCCc1nc(CN(CC)C(=O)c2cccc3ccnn23)no1,-10,5,-5
Cc1cc(=O)n2nc(NCC3(N(C)C)CCCCC3)sc2n1,.,11,16
COc1ccc(NCc2nsc(N(C)C)n2)cc1OC(F)F,-15,-3,-7
Cc1nnc(SCC(=O)N(Cc2ccccn2)CC(C)C)s1,-10,-3,-6
COc1ccc2c(c1)CN(S(=O)(=O)c1ccc(C)cc1)C=CC2=O,.,5,0
COC(=O)CC1(NCC(=O)N(C)C2(C#N)CCCCC2)CCCCC1,.,1,-2
CC(=O)c1ccc(NS(=O)(=O)c2c(N)n(C)c(=O)n(C)c2=O)cc1,-8,1,-10
CC(C)NC(=O)N1CCCC(OCc2ccc(Br)cc2)C1 (stereo unspecified),-1,-4,0
COC(=O)C1=C(C)N(CC2CC2)C(=O)NC1c1ccccc1C(F)(F)F (stereo unspecified),-16,5,-6
CCCCn1c(=O)n(CCc2ccc(OC)c(OC)c2)c(=O)c2ncccc21,.,-2,2
Clc1cccc(-c2noc(CN(Cc3ccncc3)CC3CCCO3)n2)c1 (stereo unspecified),-8,-1,-8
CCn1nccc1C(=O)N(CC1CCCO1)c1nc2c(OC)ccc(C)c2s1 (stereo unspecified),-9,1,-4
Cc1ccccc1C(=O)Nc1cc(C(C)(C)C)nn1-c1cc(Cl)ccc1Cl,-6,18,-2
COc1ccccc1C(=O)N1CCN(c2ncccc2C(=O)NCC2CCCO2)CC1 (stereo unspecified),-8,19,-1
COc1ccccc1C(=O)N1CCN(c2cc(Oc3ccccc3Cl)ncn2)CC1C (stereo unspecified),-5,-8,-5
O=C(c1ccco1)c1cc(-c2nc3ccccc3[nH]2)c(-c2ccco2)n2c1nc1ccccc12,.,2,-5
CCN1CCN(c2c(CN(C(=O)c3cccc([N+](=O)[O-])c3)C3CC3)c(C)nn2-c2ccccc2)CC1,-4,-2,-3
CCCCCCCCCCCCCC(=O)Nc1ccc(N2CCC(Cc3ccccc3)CC2)c(C(=O)NC2CC2)c1,-5,-2,-3
COCc1cc(C)nc(OCC(=O)N/N=C\c2cc(I)c(O)c(I)c2)c1C#N,58*,1,19

# Continuation.
SMILES,mcGAS inh,NPYLR7 ag,hcGAS lum
CCOc1ccc(C2NC(=O)NC3=C2C(=O)N(Cc2ccc(OC)cc2)C3)cc1 (stereo unspecified),-5,9,-2
COc1cc(Nc2ccc(NC(=O)Nc3ccc(C)cc3)cc2)nc(C)n1,-6,9,-6
Cc1ccc(Cl)c(Oc2cc(N3CCN(c4ccccc4F)CC3)ncn2)c1,-7,14,-7
O=C(C1CCCN(c2nc(Cc3ccc(Cl)cc3)ns2)C1)N1CCN(C(c2ccccc2)c2ccccc2)CC1 (stereo unspecified),-5,24,-2
CCC(CC)c1nnc(NC(=O)c2cc(C)cc(C)c2)s1,.,-2,-9
COc1ccc(C(NC(=O)C2CCN(CCOc3ccc(F)cc3)CC2)c2ccccn2)cc1 (stereo unspecified),-5,10,-4
C(=NCc1ccccc1)c1ccc(OC2CSC2)cc1,-8,0,-22
Cc1ccc(SCCNC(=O)c2cc(F)ccc2Br)cc1,-8,-2,-4
Cc1nn(CCC#N)c2nc(C(F)(F)F)[nH]c(=O)c12,.,1,-8
CN(C)c1ncccc1CNS(=O)(=O)N1CCOCC1,.,7,1
Cc1cc(C(O)(C(F)(F)F)C(F)(F)F)c(C)n1-c1ccc(N(C)C)cc1,.,4&2,1&-8
CCOC(=O)c1c(C)[nH]c(C(=O)OCC(=O)c2cc(C)n(CCOC)c2C)c1C,.,4,-8
CC(C)N(Cc1cccc(OS(=O)(=O)c2cccc(C(F)(F)F)c2)c1)C(=O)c1ccc(Cl)cc1Cl,-5,3,-6
Cc1nn(-c2ccccc2)c(N)c1N=Nc1ccc2ccccc2c1,.,-11,3
CCn1c(CCNC(=O)C(C)(C)C)nc2ccccc21,-6,8,6
CCc1nc2ccc(C(=O)NCCCn3ccnc3)cn2c1N(CC)CCN(C)C,-3,-6,-8
Cc1nonc1C(=O)N1CCCC(CCc2ccc(F)cc2)C1 (stereo unspecified),.,4,-4
CCc1csc(CNC(=O)c2sc(OC)nc2C)n1,.,-7,-4
CCOC(=O)N1CCN(C(=O)CCN(Cc2ccco2)c2nc(Cc3cccc(OC)c3)ns2)CC1,-5,-13,-15
COCCOC(=O)C1=C(C)NC2=C(C(=O)CC(C)(C)C2)C1c1coc2ccccc2c1=O (stereo unspecified),-7,-5,-3
COc1ccccc1-c1ccc(C(=O)N2CC(c3ccncc3)C2)cc1,.,-2,3
CCN(CC)CCNC(=O)c1cc(NC(=O)C2CCCCC2)ccc1N1CCN(c2ccccc2OC)CC1,-4,9,-2
Cc1ccc(S(=O)(=O)N2CCCC2=O)c(C)c1N(C)S(C)(=O)=O,.,-3,-3
N#Cc1ncn(CC(=O)Nc2ccc(N3CCCC3)cc2)n1,-9,1,-10
CC(C)CN1CCC(N2CCN(c3cc(N)nc(N)n3)CC2)CC1,.,1,-4

# Next entries
SMILES,mcGAS inh,NPYLR7 ag,hcGAS lum
O=C(NCCNC(=O)[C@H]1CCCN1C(=O)CCc1ccccc1)c1ccccc1,-6,1,-5
Cc1nc(C)c(Cc2c(F)cccc2Cl)c(N2CCN(C(=O)C3CC3)CC2)n1,-8,.,-1
CNc1cc(-c2cccc(OC)c2F)ncn1,.,-2,3
C=CCNS(=O)(=O)c1cccs1,.,4,-6
COc1cc(OC)c(CNC(C)c2ccccc2Cl)c(OC)c1 (stereo unspecified),.,11,4
CCN(CC)C(=O)Oc1ccc2c(ccn2Cc2cc(F)ccc2C)c1-c1ccc(OC)c(OC)c1,-5,11,1
Cc1ccc2nc(-c3ccccc3C)c(NC(=O)Cc3ccccc3)n2c1,-8,-6,-7
CC(C)CCn1c(N2CCC(C)CC2)nc2c1c(=O)[nH]c(=O)n2C,.,3,-6
CC(C)CCNc1nc(N)nc2nc[nH]c12,.,4,3
O=C1Nc2ccccc2/C1=N/N=C1/CCCC/C1=C\c1ccccc1,.,1,-7
O=C(NCC1(c2ccc3c(c2)OCCO3)CCCC1)c1ccc2ncsc2c1,.,-1,-7
Cc1nn(-c2ccccc2)c2nc(CC(C)C)nc(N3CCCN(S(=O)(=O)c4ccc(F)cc4)CC3)c12,-3,0,-4
COCCN(C(=O)NC(C)c1cnn(C)c1C)C1CC1 (stereo unspecified),.,-1,-14
COc1cc(OC)cc(C2c3cccn3CCCN2Cc2ccsc2)c1 (stereo unspecified),-4,11,-9
Cc1ccn2c(=O)c(C(=O)NC3CCCCC3C)c(O)nc2c1 (stereo unspecified),-4,-1,2
CCOC(=O)c1c(SCc2ccc(C)cc2)nc(=O)[nH]c1C,-7,6,-8
CCN(CC1CCCO1)C(=O)Nc1cc(OC)c(OC)cc1C (stereo unspecified),-16,16,-4
CC(NC(=O)c1ccc(Oc2ccccc2)cc1)C1CCCO1 (stereo unspecified),.,1,-11
Cc1c(CN2CC[C@H](CO)[C@@H](O)C2)[nH]c2ccc(Cl)cc12,.,7,-7
O=C(NCCc1nnc2ccc(SCC(=O)N3CCc4ccccc43)nn12)c1ccccc1,-8,9,-7
CC(Cc1cccnc1)NC(=O)c1ccccc1OC1CCN(C(=O)c2cccnc2)CC1 (stereo unspecified),.,5,0
COc1ccccc1C1(CNC(=O)C2CC(=O)N(c3ccc(C)c(C)c3)C2)CCOCC1 (stereo unspecified),.,1,-11
OCCNc1nc(N2CCOCC2)ncc1F,.,12,-10
CCCC(=O)N1CCC1(C)C(=O)Nc1ccc(OC(F)F)cc1 (stereo unspecified),-3,-1,-4
Nc1nc2cc3nc(N)sc3cc2s1,.,1,-5

# Full records, quoted from the list. Order of values: mcGAS inh, NPYLR7 ag, hcGAS lum
# O=C1Nc2ccccc2/C1=N/N=C1/CCCC/C1=C\c1ccccc1 in the list: ., 1, -7
# CCOC(=O)c1c(SCc2ccc(C)cc2)nc(=O)[nH]c1C in the list: -7, 6, -8
# Cc1nc(C)c(Cc2c(F)cccc2Cl)c(N2CCN(C(=O)C3CC3)CC2)n1 in the list: -8, ., -1
# Cc1nn(-c2ccccc2)c2nc(CC(C)C)nc(N3CCCN(S(=O)(=O)c4ccc(F)cc4)CC3)c12 in the list: -3, 0, -4
# Cc1ccc2nc(-c3ccccc3C)c(NC(=O)Cc3ccccc3)n2c1 in the list: -8, -6, -7

# New compounds follow:
SMILES,mcGAS inh,NPYLR7 ag,hcGAS lum
COC(=O)c1cc(F)ccc1Cn1ccc2ccn(C)c2c1=O,.,3,3
CN1C(=O)CCc2cc(NS(C)(=O)=O)ccc21,.,6,-4
Cc1ccsc1CCNc1nc(-c2cccnc2)nc2c1CNC2,.,3,6
CC(C)CCn1c(SCCO)nc2c1c(=O)[nH]c(=O)n2C,-10,4,-5
CCC(c1ccccn1)N(C)C1CCNCC1 (stereo unspecified),-15,6,3
COc1cc(Cl)c([C@@H]2C[C@H]3CN(c4ccccc4)C(=O)[C@]34CCCN24)cc1OC,.,4,-9
Clc1cc(N=Cc2ccccn2)c(Cl)cc1N=Cc1ccccn1,.,-7,-4
O=C(COc1c(F)c(F)cc(F)c1F)c1ccc[nH]1,.,-1,-3
CCN(CC)C(=O)c1ccccc1NS(=O)(=O)C(F)(F)F,.,0,-5
CN1CC2(CCN(C(=O)c3ccc4c(c3)CCO4)CC2)CC1C(=O)O (stereo unspecified),-9,3,-9
CCNC(=O)NC(=O)CSc1nnc(-c2cccs2)n1-c1ccccc1,0,-4,-1
O=S(=O)(c1cccc(C(F)(F)F)c1)N1CCN(c2nc(C3CC3)nc3ccccc23)CC1,-8,.,0
CCOC(=O)c1cnn(-c2ccccc2C)c1N,.,-3,12
O=C(O)CONC1=NS(=O)(=O)c2ccccc21,.,1,-4
Cc1nn(C)c(C)c1CCC(=O)NCc1ccccc1-n1ccnc1C,-14,-3,-1
CCOCCOc1nc(-c2cccc(OC)c2)n(-c2ccc(NC(=O)COC)cc2)n1,-5,5,-4
